M1AAP inhibition – P. falciparum M1AAP inhibitors, biochemical, fluorogenic H-Leu-NHMec substrate, 1536-well (AID 1445) | recombinant M1AAP, H-Leu-NHMec fluorogenic kinetic assay; higher % means a stronger effect | hit rate 0.42% among 220,000 | inhibition, % at 30 µM; hits with a dose series show IC50 in µM;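 active = primary inhibition above the hit cutoff, then over 50% inhibition at one or more dose response concentrations, cut at about 23% in these data, passing the limit was not always enough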;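 also: plate controls were DMSO full reaction for no effect and no enzyme background for full effect; strong numbers were not always called active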
Insulin prom up – MIN6 insulin promoter up-regulation; z-score at 5 µM; MIN6 insulin promoter-GFP reporter, high-content imaging; active compounds read high; AID 1625; hit rate 0.3% among 190,000;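 active = z-score above 3 at 5 µM with at least 500 cells counted in the well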
Yfh1-off respiration – mitochondrial function rescue without frataxin homolog – Friedreich's ataxia, plus single-dose screen, dose response (AID 1465) | S. cerevisiae Yfh1-off respiration, WST-1 reduction, 72 h; higher fold induction means a stronger effect | fold induction at 50 µM, or EC50 in µM where a hit was titrated | hit rate 0.074% among 220,000;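 active = fold induction of absorbance versus untreated yeast above a set limit, then at least 30% activation at any dose in follow-up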;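 also: activators that raise dye reduction in frataxin-depleted yeast; strong numbers were not always called active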
Hep lipid drop – hepatic lipid droplet formation modulation | AID 1656 | hit rate 0.4% among 240,000 | AML12 mouse hepatocytes, oleate lipid droplets, BODIPY imaging | inhibition, % at 6.5 µM;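 active = lipid droplet intensity inhibited by at least 50%, with more than 500 cells counted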
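Material – AML12 mouse liver cells · Also added – oleate loading, 100 µM · Compound dosing – 6.5 µM single-point dosing · Times – overnight treatment with compound plus oleate · Measured by – fluorescence imaging, 20x objective, two fields per well · Read-out – percent inhibition of filter-corrected integrated lipid droplet intensity per well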
Autophagy HCS – alters autophagy in cells; hit rate 0.98% among 190,000; calls only at 10 µM (by protocol); MEF GFP-LC3 puncta imaging; test concentration mostly 10 µM; AID 463193;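 active = percentage of spot-positive cells more than 3 SD above its plate mean, without a fluorescence outlier flag or 80% toxicity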;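 also: spot-positive cell cutoff set from DMSO-treated cells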
MT stabilize HCS – stabilizes microtubules in HeLa cells; HeLa tubulin immunostaining HCS, 24 h; share of cells brighter than vehicle mean+2SD; % tubulin-high responders, % at 10 µM; hit rate 0.83% among 200,000; AID 2205;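 active = plate Z-score above 3 for both tubulin-high and condensed-nucleus cell shares, with cell loss under 80%, at 10 µM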;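 also: anti alpha tubulin signal scored within the nucleus-defined area of each cell; some results filed as inactive read as strong as hits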
P. falciparum M17LAP – P. falciparum M17LAP inhibitors, primary screen, biochemical, fluorogenic H-Leu-NHMec substrate, 1536-well (AID 1619); recombinant M17LAP, H-Leu-NHMec fluorogenic kinetic assay; higher % means a stronger effect; one-dose inhibition, % at 30 µM; IC50 in µM for titrated hits; hit rate 0.38% among 220,000;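 active = compound inhibiting the enzyme by more than half at any dose during confirmatory dose-response retesting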;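 also: plate controls were full reaction with DMSO carrier for no effect and no enzyme background for full effect; strong numbers were not always called active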
ER stress rescue – rescue of cells from ER stress-induced death, primary screen, 384-well, CSM14.1, thapsigargin, ATP luminescence (AID 1222) | CSM14.1 thapsigargin-induced death rescue, ATP luminescence; higher % means a stronger effect | cellular ATP content (survival), % at 20 µM; hits with a dose series show EC50 in µM | 190,000 tested, under 10 active;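 active = EC50 below 50 µM in the dose-response confirmation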;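 also: death triggered by thapsigargin at about 15 µM added after 2 h compound pretreatment; cell ATP read after overnight thapsigargin exposure of roughly 18 to 22 hours; normalized against plate controls of thapsigargin alone and 5% DMSO vehicle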
Dynein cargo inh – blocks dynein driven cargo transport along microtubules. 3617.4 mouse cells, GR-EGFP nuclear translocation imaging; test concentration mostly 20 µM; stimulated with dexamethasone, 1 µM; active compounds read low. z-score, hits read low. hit rate 0.47% among 220,000;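 active = plate z-score of nuclear minus cytoplasmic receptor signal below a set negative limit, without overly bright fluorescence or cell loss, cut at about -3.5 in these data, passing the limit was not always enough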;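 also: z-score of nuclear minus cytoplasmic ring GR-EGFP intensity difference per well; some compounds called inactive have numbers as strong as hits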
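medium = tetracycline-free induction medium containing charcoal-stripped FBS | also added = 1.0 µM final dexamethasone stimulus | schedule = 48 h induction, 1 h compound, 30 min dex at 37 °C | technique = fixed, Hoechst-stained cells imaged at 10x for EGFP | measure = GR-EGFP nuclear translocation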
Dynein cargo inh cytoplasmic EGFP – recorded beside Dynein cargo inh, whose call it bears; z-score; measured here: cytoplasmic GR-EGFP intensity; active compounds read high
Dynein cargo inh nuclear GR-EGFP – second read-out of Dynein cargo inh, no call of its own (marks repeat the call); z-score; measured here: nuclear GR-EGFP intensity;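 lower value marks the stronger effect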
Dynein cargo inh cell count – second read-out of Dynein cargo inh, no call of its own (marks repeat the call); z-score; measured here: cell count per field
Insulin prom up cell count – recorded beside Insulin prom up, whose call it bears; cell count; measured here: cytotoxicity, nuclei count;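 total cells summed across four imaged fields per well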
Hep lipid drop cells 6.5 µM – second read-out of Hep lipid drop, no call of its own (marks repeat the call); cell count; measured here: cell count, cytotoxicity flag;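 cells counted across two imaged fields per well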
MT stabilize HCS Hoechst-high % – second read-out of MT stabilize HCS, no call of its own (marks repeat the call); % Hoechst-high responders; measured here: nuclear condensation Hoechst responders;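 share of cells brighter than vehicle mean plus two SD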
MT stabilize HCS cytotoxicity % – also measured in MT stabilize HCS; calls as there; toxicity, %; measured here: cytotoxicity by cell density;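 0% = mean cell density of plate MIN control wells and 100% = no cells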
Autophagy HCS cell loss 18 h – second read-out of Autophagy HCS, no call of its own (marks repeat the call); toxicity, %; measured here: cell loss, nuclei count;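 cell loss after 18 h compound exposure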
Active calls of the source: *; i = inactive; nt = no result given. Compounds as they come; about 3.5% have a hit in one of these screens.

Value order: Autophagy HCS cell loss 18 h	Insulin prom up cell count	Yfh1-off respiration	Dynein cargo inh cell count	Dynein cargo inh cytoplasmic EGFP	ER stress rescue	Dynein cargo inh	MT stabilize HCS	Dynein cargo inh nuclear GR-EGFP	MT stabilize HCS cytotoxicity %	Insulin prom up	MT stabilize HCS Hoechst-high %	M1AAP inhibition	P. falciparum M17LAP	Hep lipid drop	Hep lipid drop cells 6.5 µM	Autophagy HCS
Cc1c(CCC(C)C)c(=O)n2c([nH]c3ccccc32)c1C#N
→ 3.2	781	i	0.724	0.226	-2.6%	-1.01	1.3	-0.336	0.8	0.26	1.0	-3.7%	-4.6%	-0.1	731	i
CSc1ccc(Cl)c(C(=O)OCC(=O)NC2CC2)c1
→ 2.4	1779	i	0.479	0.093	-0.9%	-0.386	2.5	-0.327	11.2	0.19	1.3	4.0%	-4.7%	nt	nt	i
COc1cccc(C(=O)Cn2c(N3CCCCC3)nc3c2c(=O)n(C)c(=O)n3C)c1
→ -0.2	1397	i	0.686	-0.199	2.3%	-0.269	3.3	0.0661	15.0	0.03	4.1	3.5%	-9.5%	nt	nt	i
Cn1ccnc1SCC(=O)Nc1sccc1C#N
→ 11.5	1649	i	0.513	-0.0163	0.3%	-0.04	4.0	0.206	13.6	0.67	2.2	13.6%	7.4%	nt	nt	i
COc1cccc(C2[C@H](C)C3(CCN2C)OCCO3)c1 (some centres undefined)
→ 1.4	1325	i	-0.226	-0.244	-0.3%	0.173	3.0	0.17	2.8	-0.19	2.2	-0.6%	7.6%	2.5	714	i
Cc1noc(C)c1C(=O)N1CCCC(C(=O)c2ccc(Cl)cc2)C1 (centres undefined)
→ 24.0	nt	i	0.162	-0.262	0.0%	0.708	1.9	0.197	2.7	nt	1.9	-5.4%	21.0%	-8.0	665	i
CC(C)NCc1cc(Br)ccc1OCc1ccccc1
→ 0.6	1387	i	0.575	-0.304	-1.6%	-0.899	3.5	-0.384	6.1	-0.85	1.4	2.4%	-1.5%	2.4	692	i
CCCCCCOC(=O)C(C#N)c1nc2ccccc2nc1N1CCOCC1 (centres undefined)
→ 6.6	1063	i	0.323	-0.269	0.3%	0.036	3.4	-0.0103	6.9	-0.06	1.8	5.8%	3.2%	nt	nt	i
Cc1ccc2nc(NC(=O)c3ccco3)sc2c1
→ -1.6	852	i	0.408	-0.217	-3.4%	-1.31	2.1	-0.424	2.7	0.31	1.3	2.5%	5.7%	4.1	790	i
CCOc1ccc2c(c1)OC(c1ccc(C)cc1)(C(F)(F)F)NC2=O (centres undefined)
→ 65.1	758	i	0.77	-0.34	-4.6%	-0.106	6.2	0.0577	55.0	0.33	33.7	0.2%	7.1%	22.8	590	i
COc1ccc(/C=C2\N=C(SC)SC2=O)cc1OC
→ 4.2	1598	i	0.608	-0.278	3.0%	-0.608	1.9	-1.12	5.1	-0.41	1.4	-0.2%	7.7%	nt	nt	i
COc1ccc(CC(=O)Oc2cc(C)[nH]c(=O)c2[N+](=O)[O-])cc1
→ -7.7	1179	i	-0.37	-0.207	-0.8%	0.319	3.2	0.466	5.6	0.13	1.9	8.1%	5.6%	2.1	680	i
O=C(Nc1ccc(N2CCCC2)c(Cl)c1)c1cccnc1
→ 2.2	883	i	0.359	-0.204	1.4%	-1.05	2.9	-0.541	2.6	-0.36	2.3	0.8%	16.3%	-6.3	708	i
C/C(CCC1CC(C)OC1=O)=N/Nc1nc(-c2ccccc2)cs1 (centres undefined)
→ -2.1	nt	i	-0.887	-0.259	-6.1%	0.944	4.4	0.169	12.6	nt	2.5	9.1%	30.8µM*	0.2	604	i
Cn1c(N)c(C(=O)COC(=O)c2cc(S(=O)(=O)N3CCCCC3)ccc2Cl)c(=O)n(C)c1=O
→ 8.9	1297	i	0.897	-0.284	-2.4%	-0.619	2.6	-0.706	4.4	-0.04	4.3	12.6%	-5.3%	23.5	670	i
C=CCOC(=O)C1=C(C)OC(N)=C(C#N)C1c1ccccc1F (centres undefined)
→ 5.8	940	i	-2.23	-0.0885	-0.8%	4.12	5.3	2.24	4.5	-0.58	1.8	2.6%	1.9%	3.1	760	i
CC(C)(C)C1CCC(OC(=O)C[N+]2(C)CCCC2)CC1 (centres undefined)
→ 0.8	1160	i	0.435	-0.255	-1.7%	0.402	2.1	-0.101	4.9	0.37	1.7	9.0%	-10.5%	-29.5	636	i
Cc1cccc(NC(=O)c2ccc(Cn3cc(C(F)(F)F)ccc3=O)cc2)c1
→ 31.7	nt	i	1.45	-0.0469	0.7%	-1.09	2.2	-0.904	11.4	nt	1.7	0.2%	5.3%	nt	nt	i
O=C(CSc1nc2[nH]ncc2c(=O)[nH]1)N1CCCC1
→ -4.0	1581	i	-0.721	-0.118	-1.0%	0.0358	4.0	0.152	6.6	-0.3	1.9	7.0%	2.2%	-4.2	561	i
COC1=C/C(=C/c2c(O)c(C#N)c3ccccn23)C=CC1=O
→ nt	1394	i	1.48	-0.264	nt	-0.715	nt	-0.746	nt	0.07	nt	10.5%	4.1%	-5.2	707	nt
O=C(COc1ccccc1F)NCc1nc2ccccc2[nH]1
→ 10.4	1250	i	-0.746	-0.158	-0.1%	-0.325	2.2	-0.239	6.4	-0.52	2.0	-0.8%	17.6%	8.1	687	i
CCOc1ccc(-c2[nH]nc3c2C(c2cccnc2)C(C#N)=C(N)O3)cc1 (centres undefined)
→ 12.5	1135	i	-1.43	0.127	-3.7%	0.295	4.4	-0.437	5.6	0.3	1.9	2.4%	24.6%	-8.2	671	i
O=C(C1=C[C@H](C2CCCCC2)C[C@H](OCCCCO)O1)N1CCOCC1
→ 14.4	1205	i	-0.514	0.513	-0.9%	2.88	1.4	1.89	0.1	-0.45	1.3	-7.5%	-1.1%	-12.0	663	i
Cc1ccc(Cn2ncc3c(N4CCOCC4)ncnc32)cc1
→ 9.4	1466	i	-1.67	-0.0351	0.5%	0.774	4.0	-0.24	8.1	-0.07	1.8	5.0%	-0.1%	nt	nt	i
O=C1CN(C(=O)c2ccc(Br)o2)C(c2ccccc2)c2cc(Cl)ccc2N1 (centres undefined)
→ 6.1	848	i	-0.857	-0.0952	-0.2%	0.96	8.0	0.567	4.5	-0.52	2.2	5.5%	16.0%	nt	nt	i
O=C(NC1CCCC1)c1sc(=S)n2c1[nH]c(=O)c1ccccc12
→ -4.8	1496	i	-0.299	-0.193	-0.2%	0.246	4.1	0.318	4.4	0.52	4.3	35µM*	11.1%	nt	nt	i
Cc1cc(C(=O)OCC(=O)NC(C)C)c2ccccc2n1
→ nt	947	i	0.614	0.111	nt	-0.099	nt	0.535	nt	0.45	nt	1.8%	11.9%	-13.4	707	nt
COc1ccc(N=C2SCC(c3ccc(C)cc3)=NN2CCO)cc1
→ nt	1439	i	-0.948	-0.145	nt	1.21	nt	0.476	nt	0.21	nt	3.7%	7.3%	-7.2	704	nt
Cc1cc(C)nc(NS(=O)(=O)c2ccc(NC(=S)NC(=O)C(C)(C)C)cc2)n1
→ 1.2	nt	i	-0.199	0.00829	-1.0%	-0.221	1.3	0.209	10.3	nt	1.4	10.1%	8.6%	-7.2	798	i
Cc1cccc(-n2c(C)cc(C(=O)NC3CCCCC3)c2C)c1
→ 13.3	1197	i	0.134	-0.157	2.3%	-0.383	2.2	-0.00949	1.8	0.02	2.8	-3.0%	-1.8%	-2.8	616	i
CN(Cc1ccccc1)CC(O)COc1ccc(CNCCc2cccnc2)cc1 (centres undefined)
→ -27.2	1563	i	0.744	-0.222	-1.7%	-0.686	2.1	-0.286	4.6	1.21	1.7	14.6%	-0.2%	-0.6	700	i
COc1ccc(OCCC(=O)OCC(=O)NCc2ccc(F)cc2)cc1
→ 14.7	1337	i	0.357	-0.354	0.1%	0.268	3.6	0.545	5.2	0.83	2.0	1.5%	0.7%	25.9	723	i
COc1ccc(C2CC(=O)C(C=NCCN3CCNCC3)=C(O)C2)cc1OC (centres undefined)
→ 6.8	1328	i	0.57	-0.216	1.0%	-0.346	2.6	0.029	12.6	0.36	2.3	16.1%	12.5%	nt	nt	i
CCN(C(=O)COc1ncnc2scc(-c3ccc(F)cc3)c12)C1CCS(=O)(=O)C1 (centres undefined)
→ -0.5	nt	i	-0.473	-0.263	0.5%	0.0835	2.4	0.328	12.5	nt	2.3	-8.5%	20.9%	1.8	784	i
CC1CCN(CCCNC(=O)c2n[nH]c(=O)c3ccccc23)CC1
→ -14.1	1675	i	-0.615	0.418	2.2%	-0.586	4.0	0.117	8.5	-0.44	1.9	-1.3%	-0.6%	nt	nt	i
COc1cccc(C2CC(c3cccc(Br)c3)n3ncnc3N2)c1 (centres undefined)
→ nt	nt	i	0.348	-0.278	nt	-0.238	3.3	0.118	3.2	nt	2.3	0.7%	-0.4%	7.7	679	nt
CCOC(=O)c1cc(-c2cc3ccccc3o2)n[nH]1
→ -6.3	1228	i	-0.397	-0.182	-3.6%	0.739	3.6	0.945	14.4	-0.01	1.8	5.8%	3.3%	-0.6	778	i
COc1ccc(-c2nnc3sc(C4CCCCC4)nn23)cc1OC
→ 5.4	986	i	1.33	-0.4	-0.9%	-0.149	4.2	-0.234	1.6	-1.66	2.1	8.3%	-2.6%	14.2	738	i

Screens: PubChem, several laboratories
